Ecoli WT expand: E. coli BW25113 growth inhibition, expanded screen | OD600 absorbance | growth inhibition, % at 100 µM | 0.15% of 98,000 active | AID 710;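 active = growth inhibition above about 50% at one test dose, limit read from the data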;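 also: growth measured after 20 h incubation at 37 °C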
PostGolgi yeast: growth inhibition of a yeast mutant, post-Golgi transport screen; post-Golgi transport phenotypic cell assay; inhibition, % at 10 µM; 0.9% of 98,000 active; AID 739; in the data active = inhibition above about 30%;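 also: yeast cells grown in 1536-well plates; yeast grown about 18 h at 30C before absorbance read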
CYP2C19 act: activators of human cytochrome P450 2C19; P33261; activation factor at 5 µM; 96,000 tested, under 10 active; recombinant CYP2C19, luciferin-H EGE luminescence; active compounds read high; 0 = fully inhibited enzyme, 1 = untreated enzyme;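 active = activation factor of at least 2 at 5 µM in the primary screen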;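 also: 0 = wells with 2.5 mM tranylcypromine and 1 = vehicle-only wells; values of inactives mirror those of a sister screen read the other way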
Target sequence (P33261 whole entry, looked up): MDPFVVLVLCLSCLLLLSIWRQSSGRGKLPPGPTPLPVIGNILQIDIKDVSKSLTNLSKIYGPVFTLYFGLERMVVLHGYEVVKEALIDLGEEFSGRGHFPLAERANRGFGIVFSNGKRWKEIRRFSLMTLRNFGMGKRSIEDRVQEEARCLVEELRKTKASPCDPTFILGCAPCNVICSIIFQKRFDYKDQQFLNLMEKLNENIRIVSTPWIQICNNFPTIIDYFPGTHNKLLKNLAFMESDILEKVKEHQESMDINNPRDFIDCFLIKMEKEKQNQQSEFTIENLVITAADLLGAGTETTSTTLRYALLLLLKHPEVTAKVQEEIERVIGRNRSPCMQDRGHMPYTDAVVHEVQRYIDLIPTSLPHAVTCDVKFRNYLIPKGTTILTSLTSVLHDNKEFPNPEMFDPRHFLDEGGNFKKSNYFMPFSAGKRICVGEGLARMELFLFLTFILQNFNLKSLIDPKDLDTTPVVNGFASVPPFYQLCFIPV
CYP2C9 inh: blocks human cytochrome P450 2C9. P11712. inhibition, % at 5 µM. 20% of 96,000 active. AID 777. CYP2C9 Supersomes, luciferin-H conversion, luminescence;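 active = blocking of liver enzyme CYP2C9 beyond about 50% at 5 µM, limit read from the data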; also: values of inactives mirror those of a sister screen read the other way
EphB4 antag: antagonists of human EphB4-ephrin-B2 interaction; EphB4 LBD / TNYL-RAW-Alexa532 peptide, fluorescence polarization; P54760; inhibition, % at 7 µM; 0.15% of 97,000 active;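 active = inhibition above the screen-wide mean inhibition plus 3 SD, cut at about 15% in these data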;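 also: 0% = DMSO wells and 100% = excess unlabeled TNYL-RAW peptide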
CYP2C9 activ: increases human cytochrome P450 2C9 activity | recombinant CYP2C9, luciferin-H conversion, luminescence; active compounds read high; factor 1 = untreated enzyme, 0 = blocked | activation factor at 5 µM | P11712 | AID 1024 | 1.4% of 96,000 active;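 active = activation factor of 2 or more for CYP2C9 at a 5 µM dose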;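 also: 0 = sulfaphenazole-blocked wells and 1 = vehicle-only wells; values of inactives mirror those of a sister screen read the other way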
CYP2C19 inh: blocks human cytochrome P450 2C19; CYP2C19 Supersomes, luciferin-H EGE luminescence, 30 min; AID 778; inhibition, % at 5 µM; 21% of 96,000 active;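 active = CYP2C19 inhibition above a set limit at 5 µM in the primary screen, cut at about 50% in these data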;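 also: plate controls were negative control wells for no effect and 2.5 mM tranylcypromine positive control for full effect; values of inactives mirror those of a sister screen read the other way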
PLAP activator: human PLAP activation; P05187; purified PLAP enzyme, luminescent substrate read-out; active compounds read high; activation fold at 20 µM; 1.2% of 96,000 active; AID 696; in the data active = activation fold above about 2
Target sequence (P05187 whole entry, looked up): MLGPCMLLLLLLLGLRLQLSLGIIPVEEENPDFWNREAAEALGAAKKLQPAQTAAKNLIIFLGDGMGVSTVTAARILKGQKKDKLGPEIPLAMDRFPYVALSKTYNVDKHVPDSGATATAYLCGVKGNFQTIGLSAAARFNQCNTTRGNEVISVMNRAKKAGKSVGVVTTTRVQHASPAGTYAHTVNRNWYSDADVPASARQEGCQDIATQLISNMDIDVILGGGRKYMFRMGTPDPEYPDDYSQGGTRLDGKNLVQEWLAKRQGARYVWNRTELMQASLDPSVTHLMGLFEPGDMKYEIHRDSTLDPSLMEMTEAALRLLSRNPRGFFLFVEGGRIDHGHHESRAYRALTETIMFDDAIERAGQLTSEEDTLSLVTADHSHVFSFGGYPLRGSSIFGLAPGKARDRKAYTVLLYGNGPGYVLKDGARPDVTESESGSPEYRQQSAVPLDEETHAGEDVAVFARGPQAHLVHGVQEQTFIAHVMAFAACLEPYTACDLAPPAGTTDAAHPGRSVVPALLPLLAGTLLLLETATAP
Pyk2 oligo antag: antagonists of human Pyk2 oligomerization; Q14289; Q293 cells, Pyk2 FERM NanoBiT luminescence; active compounds read low; z-score (the deposit names both 25 µM and 10 µM); 0.83% of 99,000 active;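 active = Z-score of -3 or lower, scaled per plate to the spread of control and sample wells; inactive = z-score above -3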;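 also: negative z-score means lost luminescence so less FERM oligomerization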
Active calls of the source: *; / = not tested or not shown. Outcome played no part in choosing rows; overall some 31% were active at least once.

SMILES	Ecoli WT expand	PostGolgi yeast	CYP2C19 act	CYP2C9 inh	EphB4 antag	CYP2C9 activ	CYP2C19 inh	PLAP activator	Pyk2 oligo antag
CCn1c(SCC(=O)Nc2ccc(NC(C)=O)cc2)nnc1C1CC1	-2	-3	1.2	-28	-1	1.3	-23	0.8	-0.85
CCOc1cc(-c2noc(CCC(=O)N3CCOCC3)n2)ccc1OC	5	20	0.9	-12	8	1.1	7	1	-0.45
CCOC(=O)N1CCC(Nc2c(OCC)c(=O)c2=O)CC1	-2	1	1	2	-6	1	1	1.1	/
CCc1nc(-c2ccc(-c3ccc(OC)cc3)nc2OC)no1	-2	-1	/	/	7	/	/	/	-1.1
Cn1cccc1C(=O)C(=O)Nc1cc(Cl)cc(Cl)c1	-4	-8	0.6	-63	10	1.6	42	0.9	3.5
Cc1[nH][nH]c(=O)c1C(c1ccc(-c2ccc(Cl)cc2)o1)c1c(C)[nH][nH]c1=O	6	1	0.7	22	1	0.8	35	2.2*	0.14
COc1ccc(-n2nc(C(=O)NCC(=O)NCC3CCCO3)c3ccccc3c2=O)cc1 (stereo not drawn)	3	-3	0.7	63*	0	0.4	26	1.7	0.5
Cc1ccccc1-c1nc(CS(=O)(=O)CC(=O)NCCCN2CCCC2=O)c(C)o1	11	1	1.1	23	/	0.8	-11	1.4	/
c1ccc2c(c1)OCC(CNc1ncnc3nc[nH]c13)O2 (stereo not drawn)	10	0	1	10	/	0.9	4	1.6	/
O=C(c1ccco1)N1CCN(c2cccc(Cl)c2)CC1	0	-15	0.8	18	2	0.8	20	0.8	0.36
O=C(NCCCN1CCCC1=O)c1cccnc1	0	5	0.9	-14	-4	1.1	6	1	0.07
N#Cc1cc(-c2ccccc2)cn(Cc2c(Cl)cccc2Cl)c1=O	-7	16	1.1	-15	-3	1.1	-13	1	-1.1
O=C(CCn1nnc2ccccc21)Nc1nnc(COc2ccc(F)cc2)s1	3	11	1	18	12	0.8	-1	1.2	-0.78
CC1CN(C(=O)C(C)N2C(=O)c3ccccc3C2=O)CC(C)O1 (stereo not drawn)	-14	3	0.7	22	/	0.8	34	1.1	0.08
C/C(Cl)=C/CN1C(=O)C2C3C=CC(C3)C2C1=O (stereo not drawn)	-4	2	0.3	29	-8	0.7	73*	0.9	-0.6
Cc1cc(C)n(/N=C/c2c[nH]c3ccccc23)c(=O)c1C#N	-20	-2	1.1	-7	-4	1.1	-12	0.9	-0.3
COc1ccc(C(=O)N(CN2CCCC2=O)c2ccc(C)cc2)cc1	-4	0	1.1	5	0	0.9	-11	1.4	0.04
O=C(CSc1nnc(-c2cccs2)n1-c1ccccc1)Nc1ccccc1	4	3	1	9	-8	0.9	4	0.8	-0.59
Nc1ccc(SCCN2C(=O)c3ccccc3C2=O)cc1	5	0	0.1	72*	6	0.3	95*	1.3	0.11
CCOCC(=O)Nc1c(C(=O)Nc2ccc(OC)cc2OC)oc2ccccc12	-7	5	0.8	71*	9	0.3	22	1.2	0.7
COc1ccc(S(=O)(=O)N2CCC(C(=O)N3CCCC3)CC2)cc1	0	-14	0.5	-67	0	1.7	48	1.3	0.26
CC(C)(C)NC(=O)C1CC(=O)OC12CCCCC2 (stereo not drawn)	3	-3	1	-11	7	1.1	-1	1	1.4
CC1Oc2ccccc2N(CC(=O)c2ccccc2)C1=O (stereo not drawn)	-1	1	0.5	19	9	0.8	46	0.9	0.89
COc1ccc(N2CCN(CC(=O)Nc3c(C)cc(C)cc3C)CC2)cc1	-1	-2	0.9	26	4	0.7	12	1.3	-1.2
CCOc1cc(/C=N/NS(=O)(=O)c2ccccc2)ccc1OS(=O)(=O)c1ccc(C)cc1	-12	10	0	100*	-2	0	99*	1.7	0
CCCCOC(=O)C(C#N)c1nc2ccccc2nc1N1CCN(Cc2ccc3c(c2)OCO3)CC1 (stereo not drawn)	-21	4	0.3	92*	3	0.1	65*	1	-0.93
COCCOC(=O)c1c(C)nc(SCC(=O)Nc2cccc3ccccc23)c(C#N)c1-c1ccco1	-10	-6	1	94*	-5	0.1	4	1	-2.3
O=[N+]([O-])c1cccc(-c2nc(-c3cccs3)c(-c3cccs3)[nH]2)c1	-5	-4	0.9	58*	1	0.4	12	0.8	-2.3
FC(F)(F)c1cccc(Nc2ncnc3ccccc23)c1	0	-7	0.6	10	/	0.9	44	0.9	-1.2
O=[N+]([O-])c1ccc(Cl)c(/C=N/N2CCN(Cc3ccccc3)CC2)c1	-13	0	1	-80	10	1.8	4	1.2	0.36
Cc1c(C(=O)O)oc2ccc(S(=O)(=O)N3CCCCC3C(=O)O)cc12 (stereo not drawn)	0	15	1	5	-4	0.9	-1	0.9	/
CCOC(=O)c1[nH]c(C)c(C(=O)OCC(=O)N2CCc3ccccc32)c1C	-8	-1	1	24	4	0.8	-2	1	0.13
O=C(C1CCCN(S(=O)(=O)c2cccc3nonc23)C1)N1CCN(c2cccc(Cl)c2)CC1 (stereo not drawn)	-11	1	0.6	43	7	0.6	37	1.2	-1.7
Cc1cc(=O)oc(C)c1C(=O)NCC1COc2ccccc2O1 (stereo not drawn)	-7	-9	0.8	55*	-8	0.5	17	1	-0.21
Cn1c(SCC(=O)N2CCCCCC2)nc2c([nH]c3ccccc32)c1=O	-12	-4	1.2	19	0	0.8	-17	0.9	-0.7
COc1ccc(-n2c(SCC(N)=O)nnc2-c2ccccc2F)cc1	-9	-1	/	/	12	/	/	/	0.38
CCn1nc(-c2ccccc2)c2nc3ccccc3nc21	-5	-20	0.9	19	-11	0.8	12	1.4	-0.64
COc1ccc(-c2cn3c(C)c(C(=O)Nc4ccncc4)sc3n2)cc1	-9	-1	0.6	30	5	0.7	37	1	/
Cc1ccc(-c2nc3cnccn3c2Nc2ccccc2)o1	9	-12	0.2	76*	/	0.2	83*	1.5	/
Cc1cc(C)c(NC(=O)CN(C2CCCCC2)C2CCCCC2)c(C)c1	0	32*	1.2	-25	5	1.2	-16	1.3	0.63
CCCCC(CC)CN1C(=O)/C(=C/c2ccncc2)SC1=S (stereo not drawn)	3	13	0.4	70*	6	0.3	62*	1.1	-0.49
CCc1c(C)nc2cc(-c3ccc(OC)c(OC)c3)nn2c1NCC1CC1	-12	12	0.7	44	1	0.6	28	2*	-1.2
CSc1ccc(S(=O)(=O)NCc2ccc(Cl)cc2)cc1	-8	-10	0.2	-49	1	1.5	78*	0.8	2.3
CC(=O)Nc1ccc(S(=O)(=O)NCC(=O)OCC(=O)N2CCc3ccccc32)cc1	2	3	0.9	71*	-2	0.3	12	0.8	0.27
Cc1ccc(NC(=O)N(Cc2cccnc2)Cc2ccco2)cc1C	6	4	0	78*	3	0.2	96*	0.9	0.01
O=C(NCc1ccco1)c1ccc2c(c1)C(=O)N(Cc1ccccc1)C2=O	4	-4	0.8	22	2	0.8	19	1	-0.15
CC(=O)c1cccc(NC(=O)c2ccc(NS(=O)(=O)c3c(C)noc3C)cc2)c1	-4	5	0.9	6	4	0.9	9	1	-0.14
C=CCn1c(COc2cccc3cccnc23)nnc1SCC(=O)OC	-7	12	0.7	-306	-6	4.1*	26	1.3	0.56
Cn1cccc1Cc1nnc(SCC(=O)NCc2ccccc2)n1-c1ccc(F)cc1	4	0	1.1	1	5	1	-14	1.4	/
C=CCN1C(=O)CS/C1=N/c1nccs1	0	12	0.5	42	6	0.6	48	1	0.24
Further records follow:
SMILES	Ecoli WT expand	PostGolgi yeast	CYP2C19 act	CYP2C9 inh	EphB4 antag	CYP2C9 activ	CYP2C19 inh	PLAP activator	Pyk2 oligo antag
Cc1cc(Cl)ccc1Oc1nc(-c2ccc(F)cc2)ccc1C#N	-6	0	0.9	9	-7	0.9	12	1	-0.14
CCCOC(=O)c1ccc(Nc2cc(C)nc3ncnn23)cc1	-6	9	0.9	13	-6	0.9	5	1.5	-0.15
COC(=O)c1cc(OC)c(OC)cc1NC(=O)c1ccc(C)cc1	-6	0	0.6	51*	-11	0.5	42	0.9	-1.1
COc1ccc(NC(=O)C23CCC(C2)C(C)(C)C3=O)cc1 (stereo not drawn)	-2	2	0.7	21	9	0.8	34	0.9	0.59
CC(C)(C)n1nnnc1C(c1cccs1)N(Cc1ccc(Cl)cc1)CC1CCCO1 (stereo not drawn)	-8	-4	0.7	29	1	0.7	31	1	-1.6
O=C(CSc1nc2ccccc2n1S(=O)(=O)c1ccccc1)N1CCCCC1	14	1	0.7	40	1	0.6	33	1	0.96
Cn1c(OCc2ccc3c(c2)OCO3)nc2c1c(=O)n(Cc1ccc(Cl)c(Cl)c1)c(=O)n2C	2	-4	0.6	80*	-1	0.2	36	1.4	0.08
CCC1CCCCN1C(=O)CSc1nc2c(cnn2-c2ccc(C)cc2)c(=O)[nH]1 (stereo not drawn)	-14	1	0.8	17	6	0.8	22	1.2	/
Cc1cc(N2CCCCCC2)nc2ccccc12	16	1	0.8	0	-2	1	21	0.8	-0.8
Nn1c(SC/C=C/c2ccccc2)nnc1-c1ccncc1	8	18	0.5	11	2	0.9	54*	0.9	/

Part of the list above in order of molar mass, smallest number first.
SMILES	Ecoli WT expand	PostGolgi yeast	CYP2C19 act	CYP2C9 inh	EphB4 antag	CYP2C9 activ	CYP2C19 inh	PLAP activator	Pyk2 oligo antag
C=CCN1C(=O)CS/C1=N/c1nccs1	0	12	0.5	42	6	0.6	48	1	0.24
Cc1cc(N2CCCCCC2)nc2ccccc12	16	1	0.8	0	-2	1	21	0.8	-0.8
COc1ccc(NC(=O)C23CCC(C2)C(C)(C)C3=O)cc1 (stereo not drawn)	-2	2	0.7	21	9	0.8	34	0.9	0.59
Nn1c(SC/C=C/c2ccccc2)nnc1-c1ccncc1	8	18	0.5	11	2	0.9	54*	0.9	/
CCCOC(=O)c1ccc(Nc2cc(C)nc3ncnn23)cc1	-6	9	0.9	13	-6	0.9	5	1.5	-0.15
Cc1ccc(NC(=O)N(Cc2cccnc2)Cc2ccco2)cc1C	6	4	0	78*	3	0.2	96*	0.9	0.01
Cc1cc(Cl)ccc1Oc1nc(-c2ccc(F)cc2)ccc1C#N	-6	0	0.9	9	-7	0.9	12	1	-0.14
O=C(NCc1ccco1)c1ccc2c(c1)C(=O)N(Cc1ccccc1)C2=O	4	-4	0.8	22	2	0.8	19	1	-0.15
C=CCn1c(COc2cccc3cccnc23)nnc1SCC(=O)OC	-7	12	0.7	-306	-6	4.1*	26	1.3	0.56
CCC1CCCCN1C(=O)CSc1nc2c(cnn2-c2ccc(C)cc2)c(=O)[nH]1 (stereo not drawn)	-14	1	0.8	17	6	0.8	22	1.2	/
CC(=O)c1cccc(NC(=O)c2ccc(NS(=O)(=O)c3c(C)noc3C)cc2)c1	-4	5	0.9	6	4	0.9	9	1	-0.14
CC(=O)Nc1ccc(S(=O)(=O)NCC(=O)OCC(=O)N2CCc3ccccc32)cc1	2	3	0.9	71*	-2	0.3	12	0.8	0.27
Cn1cccc1Cc1nnc(SCC(=O)NCc2ccccc2)n1-c1ccc(F)cc1	4	0	1.1	1	5	1	-14	1.4	/
CC(C)(C)n1nnnc1C(c1cccs1)N(Cc1ccc(Cl)cc1)CC1CCCO1 (stereo not drawn)	-8	-4	0.7	29	1	0.7	31	1	-1.6

High-throughput results as filed in PubChem BioAssay.
